Screening data: PubChem, The Scripps Research Institute Molecular Screening Center
UHRF1 binding – blocks human UHRF1 binding to methylated DNA; AID 687016; actives 0.75% (n = 370,000); UHRF1 binding to methylated oligo, TR-FRET; Q96T88; inhibition, % at 4.4 µM; in the data active = inhibition above about 21%;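 note: UHRF1 SRA domain binding a hemimethylated CpG hairpin DNA probe; 0% = median of test compound wells and 100% = reference inhibitor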
proKLK7 act – activators of human kallikrein-7 zymogen. purified proKLK7, EDANS-DABCYL substrate fluorescence; 100% is mature enzyme control, 0% vehicle. activation, % at 7 µM. actives 0.9% (n = 370,000);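 active = activation above the mean of all tested compounds plus 3 SD, computed per campaign excluding outliers beyond control limits, cut at about 13% in these data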
MBD2 inh – inhibitors of human MBD2 binding to methylated oligonucleotide; TR-FRET; inhibition, % at 4.4 µM; actives 0.31% (n = 370,000); in the data active = inhibition above about 13%
SIAE primary – blocks human sialic acid acetylesterase | Q9HAT2 | actives 0.69% (n = 370,000) | AID 1053197 | SIAE FP-Rh probe binding, fluorescence polarization | inhibition, % at 9.66 µM;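 active = inhibition above a cutoff: mean of compounds within the control limits plus 3 SD of those, cut at about 17% in these data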;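 note: 0% = plate median of compound wells and 100% = probe without SIAE protein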
Target sequence (Q9HAT2 whole entry, looked up): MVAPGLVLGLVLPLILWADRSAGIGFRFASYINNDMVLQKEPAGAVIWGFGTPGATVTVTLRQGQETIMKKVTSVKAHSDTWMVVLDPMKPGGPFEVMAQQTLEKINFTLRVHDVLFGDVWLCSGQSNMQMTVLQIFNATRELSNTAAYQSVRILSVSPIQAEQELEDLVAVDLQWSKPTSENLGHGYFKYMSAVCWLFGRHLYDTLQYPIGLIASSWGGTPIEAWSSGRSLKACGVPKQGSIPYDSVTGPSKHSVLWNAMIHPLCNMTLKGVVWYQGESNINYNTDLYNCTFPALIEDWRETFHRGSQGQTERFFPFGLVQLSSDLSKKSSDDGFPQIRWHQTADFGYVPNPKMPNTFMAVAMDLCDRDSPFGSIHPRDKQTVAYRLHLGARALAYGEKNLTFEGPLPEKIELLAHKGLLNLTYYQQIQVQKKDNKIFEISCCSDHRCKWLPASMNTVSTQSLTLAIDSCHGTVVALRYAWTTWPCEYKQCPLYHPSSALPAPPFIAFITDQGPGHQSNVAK
Tn6 DDE FP – inhibitors of Tn6 peptide binding to human fibrin DD(E). P02675. Fibrin DD(E) TRITC-Tn6 fluorescence polarization displacement. inhibition, % at 8.3 µM. actives 0.21% (n = 370,000);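 active = inhibition above a per-campaign cutoff: mean of compounds within control limits plus 3 SD, cut at about 15% in these data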;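 note: 0% = median of all compound wells on the plate and 100% = blocking peptide control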
TDP2 absorb – TDP2 (human) inhibition, absorbance primary screen; actives 0.34% (n = 370,000); recombinant TDP2, T5PNP hydrolysis, p-nitrophenol absorbance 415 nm; inhibition, % at 12.8 µM;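 active = inhibition above the mean of all tested compounds plus 3 SD, set per campaign, cut at about 25% in these data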;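 note: 0% = DMSO with enzyme and 100% = buffer with substrate but no TDP2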
Target sequence (O95551 whole entry, looked up): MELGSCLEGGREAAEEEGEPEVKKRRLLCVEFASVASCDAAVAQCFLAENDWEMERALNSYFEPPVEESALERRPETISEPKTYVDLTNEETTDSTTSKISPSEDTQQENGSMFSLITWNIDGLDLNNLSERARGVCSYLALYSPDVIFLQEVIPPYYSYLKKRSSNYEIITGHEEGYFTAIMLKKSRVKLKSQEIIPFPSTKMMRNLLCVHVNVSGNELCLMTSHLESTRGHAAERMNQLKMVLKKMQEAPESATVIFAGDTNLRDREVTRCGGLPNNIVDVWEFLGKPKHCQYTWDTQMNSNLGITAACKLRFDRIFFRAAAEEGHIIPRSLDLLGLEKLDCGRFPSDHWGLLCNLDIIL
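System: recombinant human TDP2 / Amount: 120 nM TDP2 per well / Also added: 5 mM T5PNP chromogenic substrate / Doses: 12.8 µM single point, 1% DMSO / Incubation: 2 h at 37 °C / Detection: p-Nitrophenol epi absorbance / Evaluation: % inhibition relative to enzyme-containing and enzyme-free wells / Repeats: singlicate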
TCR-CD3 inh – human TCR-CD3 binding inhibition; TAMRA-labeled TCR probe fluorescence, biochemical; inhibition, % at 9.4 µM; actives 0.37% (n = 360,000); AID 651800; in the data active = inhibition above about 19%;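 note: recombinant mutant TCR 2C K166C tagged with TAMRA read by polarization; 0% = receptor in buffer alone and 100% = receptor with positive control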
Tn7 DDE FP – DD(E)-Tn7 binding inhibition, primary FP screen; inhibition, % at 8.3 µM; P02675; FP displacement of FITC-Tn7 peptide from fibrin DD(E); 0% = median of compound wells per plate; actives 0.13% (n = 370,000);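 active = inhibition above the mean of compounds falling within the control limits plus 3 SD of them, cut at about 14% in these data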;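 note: 0% = plate median of compound wells and 100% = 10 µM Aha-Tn7 peptide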
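system = human fibrin DD(E) protein | quantity = DD(E) 2 µM final | medium = Tris/NaCl/CaCl2 buffer, pH 7.8 | also added = labelled Tn7 tracer, 0.1 µM | compound dosing = single point at 8.3 µM | timing = compound with protein 10 min, then 3 h after probe, room temperature | signal = FP measurement | benchmarks = Aha-Tn7 high control | repeats = one replicate per compound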
PRMT1 inh – blocks human protein arginine methyltransferase 1; recombinant PRMT1, activity-based probe fluorescence polarization; inhibition, % at 2.79 µM; actives 1.3% (n = 370,000); AID 652257;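 active = inhibition above about 21% made by adding two undisclosed values, limit read from the data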
LEDGF integ inh – blocks HIV-1 LEDGF/p75-dependent DNA integration; TR-FRET IN-LEDGF/p75 DNA integration, Eu/Cy5; actives 0.64% (n = 370,000); AID 743269; inhibition, % at 3.7 µM;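 active = inhibition above the screen-wide mean plus 3 SD, cut at about 13% in these data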;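 note: signal is the Cy5 over europium emission ratio at 671 and 618 nm; 0% = plate median of compound wells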
* marks the source's active call; other numbers are inactive results; · = not tested or not shown.

smiles,UHRF1 binding,proKLK7 act,MBD2 inh,SIAE primary,Tn6 DDE FP,TDP2 absorb,TCR-CD3 inh,Tn7 DDE FP,PRMT1 inh,LEDGF integ inh
O=S(=O)(Oc1ccc(C(=S)N2CCOCC2)cc1)c1ccc(Cl)cc1,2,-0.6,-4,1,0,-13,-4,4,4,0
Cc1ccc(S(=O)(=O)NC(N)=NCCc2ccc(Cl)cc2)cc1C,-2,0.5,0,4,-1,7,7,-8,0,4
CC(=O)N=c1sc(C(C)(C)C)c(C)n1C,1,-0.3,-2,3,-5,-3,9,3,-2,-1
CCCNC(=O)C1(C)CCCN(Cc2cc3ccccc3o2)C1 (stereo not drawn),0,0.1,-2,-2,6,1,8,0,-3,3
OCCNc1nc2ccccc2n1CC(O)c1ccccc1 (stereo not drawn),6,0.4,2,-3,6,-2,-3,0,-1,2
CC1CCCN(CC(=O)NNC(=O)COc2ccc(Br)cc2)C1 (stereo not drawn),1,0.4,5,3,-1,-8,1,-2,0,0
O=c1[nH]c2ccc(S(=O)(=O)N3CCCC3)cc2o1,-1,-0.5,0,1,0,-2,·,-7,-5,6
Fc1ccccc1COc1ccc(/C=N/n2cnnc2)cc1,-1,0.0,-2,-3,4,11,0,-6,-2,2
COc1cc(-n2c(=O)c3ccccc3n(CC(=O)c3ccc(Br)cc3)c2=O)cc(OC)c1OC,0,0.7,-2,0,3,-9,8,1,5,-10
CCc1cccc(CC)c1NC(=O)C(NS(=O)(=O)c1cccs1)c1ccccc1 (stereo not drawn),2,0.5,-3,0,0,-21,-2,-5,-2,-2
Cc1cc(C)nc(NC(=O)C2c3ccccc3Oc3ccccc32)n1,7,0.8,5,-2,2,-2,2,-2,-3,0
Cc1cc(N=NC(=O)c2ccccc2)ccc1O,-3,0.8,-5,5,5,10,5,4,-1,2
COc1ccc(NC(=O)COC(=O)c2c(NC(C)=O)sc(C)c2C)cc1,-1,26*,-2,-6,-1,5,7,12,2,-4
O=C(CNC(=O)c1ccc2c(c1)OCO2)N/N=C/c1cc(Br)ccc1O,-2,-64,3,0,-8,-6,14,4,4,-7
Cc1cc(C)cc(NC(=O)CCn2cnc3cc(C)c(C)cc32)c1,-2,-0.2,-6,6,3,6,-3,8,0,0
CS(=O)(=O)N1CCC(Oc2ccccc2C(=O)NC(C2CC2)C2CC2)CC1,3,0.3,-5,0,3,-8,2,0,-2,0
O=C(c1nc2nc(-c3ccccc3)cc(C(F)(F)F)n2n1)N1CCOCC1,1,0.4,-4,5,-3,-6,-1,6,3,-4
C=CCn1c(Oc2ccc(C=O)cc2OCC)nc2c1c(=O)n(C)c(=O)n2C,-2,0.1,-2,2,4,1,-1,4,-2,1
COc1ccccc1C(=O)NCC(=O)NCCC(c1ccccc1)c1ccccc1,2,0.4,3,-2,-2,-7,5,1,0,5
Nc1nc(-c2ccc(Cl)cc2)cn1N,-5,-0.4,-2,2,3,6,2,2,-2,-1
O=C(O)COc1ccccc1C(Nc1ccccn1)c1cc(Cl)c2cccnc2c1O (stereo not drawn),-1,0.2,0,12,2,-4,5,0,8,2
CC1CC(C)(C)CC2(C1)NC(=O)N(CC(=O)Nc1ccc3[nH]c(=O)[nH]c3c1)C2=O (stereo not drawn),0,-1.0,-1,0,-5,-7,-6,3,-1,2
Cc1ccn2c(Nc3ccccc3)c(-c3ccccn3)nc2c1,1,-0.3,1,8,-6,-11,-10,8,4,1
CCN(C(=O)CN1C(=O)NC2(CCCC2)C1=O)c1nc2c(C)cccc2s1,5,0.0,4,-7,-5,-13,-1,-3,8,1
CCOc1ccc(/C=N/Nc2cc(C)nc(N3CCOCC3)n2)cc1,-1,0.4,-6,-3,-2,-6,-5,4,3,-3
O=C(Nc1cc(S(=O)(=O)N2CCCCC2)ccc1O)c1ccccc1NS(=O)(=O)c1ccc(F)c(F)c1,1,0.9,3,-13,-7,-6,0,-9,2,2
COc1ccccc1NC(=O)c1ccc(CN2CCOCC2)cc1,0,-0.5,0,3,10,-10,-7,-4,1,-1
O=C(OCCOc1cccc(Cl)c1)c1ccc2ncsc2c1,-3,0.3,-1,12,1,-7,-2,2,16,8
O=S(=O)(Nc1cccc(-c2ccc(N3CCCCCC3)nn2)c1)c1cccc(F)c1,-2,12,2,-26,-7,-8,-1,-6,2,-1
Cc1ccc(C2=Nc3ccccc3SC(c3cccc([N+](=O)[O-])c3)C2)cc1 (stereo not drawn),4,-0.6,6,5,-5,-9,-3,-5,76*,-8
Nn1c(SCc2c(F)cccc2F)nnc1-c1ccccn1,1,-0.6,-1,-4,-7,5,-2,7,-1,-5
N#Cc1c(SCc2cccc(Cl)c2)sc(C(=O)c2ccccc2)c1N,-2,-1.1,0,-9,-2,8,5,-1,2,1
O=c1[nH]c(CSc2ncccn2)nc2c1cnn2-c1ccccc1,-4,-0.3,1,0,3,4,4,5,-3,0
O=C(CN(Cc1ccccc1)C(=O)CSc1nnc(COc2ccccc2)o1)NC1CCCC1,-3,-0.6,-3,2,-3,-5,3,8,0,1
COc1ccc(CCNC2=CC(=O)CC(C)(C)C2)cc1,-1,0.0,-1,-3,-4,2,2,-5,-4,5
COc1ccc2[nH]c3c(c2c1)CCN1C(=O)C(CC(=O)NCc2ccc(OC)c(OC)c2)C[C@H](C(=O)N2CCCCC2)[C@@]31CCc1ccccc1 (stereo partly drawn),0,0.3,-3,2,0,-4,3,-2,3,3
O=C(c1ccc(-c2ccccc2Cl)o1)N1CCC1,-2,-0.7,-1,-6,2,-2,3,2,1,1
CCCn1c(=O)c2c(ncn2C)n(CCC)c1=O,0,0.6,-8,-2,6,0,10,7,-1,0
CC(C)c1ccccc1NS(=O)(=O)c1cccs1,-1,0.1,-7,11,-3,15,4,0,4,0
Cc1ccc(NCC(=O)N/N=C/c2cc3ccccc3nc2Cl)cc1,-8,-0.2,1,7,-5,-1,3,-10,8,1
O=C(NC(c1ccc(-c2ccccc2)cc1)c1cnccn1)C1CCN(Cc2ccc(Cl)c(Cl)c2)CC1 (stereo not drawn),-1,-0.5,3,-14,-4,4,4,0,4,-2
Cc1ccc(NC2CCCN(C(=O)CCC3=NNC(=O)CC3)C2)cc1C (stereo not drawn),1,0.1,6,0,2,1,0,0,0,-2
COc1ccc(CN([C@H](C)CO)S(=O)(=O)N(Cc2ccccc2)[C@H](CO)C(C)C)cc1,0,-0.2,1,1,2,1,-2,0,1,0
COCCNC(=O)C1(C)CCN(C(=O)c2cc(C(C)(C)C)nn2C)C1 (stereo not drawn),-1,-0.9,-1,2,3,0,-6,-3,-2,-1
O=C(CSCc1ccc([N+](=O)[O-])cc1)NC1CC2CCC1C2 (stereo not drawn),-4,-0.1,3,3,-6,3,1,-6,-3,0

Shown with values under each structure: entries from further up.
Screens in order: UHRF1 binding | proKLK7 act | MBD2 inh | SIAE primary | Tn6 DDE FP | TDP2 absorb | TCR-CD3 inh | Tn7 DDE FP | PRMT1 inh | LEDGF integ inh
O=C(CSCc1ccc([N+](=O)[O-])cc1)NC1CC2CCC1C2 (stereo not drawn)
    -4 | -0.1 | 3 | 3 | -6 | 3 | 1 | -6 | -3 | 0
COc1ccc(CN([C@H](C)CO)S(=O)(=O)N(Cc2ccccc2)[C@H](CO)C(C)C)cc1
    0 | -0.2 | 1 | 1 | 2 | 1 | -2 | 0 | 1 | 0
Cc1ccc(NCC(=O)N/N=C/c2cc3ccccc3nc2Cl)cc1
    -8 | -0.2 | 1 | 7 | -5 | -1 | 3 | -10 | 8 | 1
N#Cc1c(SCc2cccc(Cl)c2)sc(C(=O)c2ccccc2)c1N
    -2 | -1.1 | 0 | -9 | -2 | 8 | 5 | -1 | 2 | 1

Next section:
smiles,UHRF1 binding,proKLK7 act,MBD2 inh,SIAE primary,Tn6 DDE FP,TDP2 absorb,TCR-CD3 inh,Tn7 DDE FP,PRMT1 inh,LEDGF integ inh
CCC(C)c1ccc(NC(=S)NN2CCOCC2)cc1 (stereo not drawn),2,0.0,4,1,-4,-3,1,-10,-2,-2
CCOc1cc(NC(=S)NCCCN2CCOCC2)c(OCC)cc1NC(=O)CC(C)C,-1,-0.2,0,1,2,-2,8,1,-3,1
CCN(CC)C(=O)Cn1ncc2c1-c1ccccc1OC2,3,0.2,1,-2,-1,-3,-7,-1,2,0
CCCCCc1nnc(NC(=O)Cn2cnc3ccccc3c2=O)s1,1,0.3,7,6,8,-9,-7,2,-2,3
CC(C)OCCCn1c(SC(C)C(=O)NCC2CCCO2)nc2cc(Cl)ccc2c1=O (stereo not drawn),-4,0.5,-2,0,2,2,4,4,-2,3
COc1ccc(CCNC(=O)c2ccccc2NS(=O)(=O)c2cc(C(=O)O)ccc2OC)cc1,2,-0.6,3,-14,-1,-2,-5,7,4,-2
CC(C)NC(=O)c1csc(COCCO)n1,3,-0.1,11,0,-5,7,-8,5,7,-7
CCOc1ccc(NC(=O)N(CCN(C)C)C(C)c2cccnc2)cc1 (stereo not drawn),-1,0.2,-3,-2,4,-6,-3,4,1,-2
N/C(=N\OC(=O)CCc1ccccc1)c1cccnc1,-1,-0.2,4,5,3,1,1,-3,1,0
CC(C)(C)S(=O)(=O)/C(C#N)=C/c1cccn1S(=O)(=O)c1ccccc1,0,0.6,-10,-7,0,-10,0,-2,-4,2
COc1ccc(-c2nnc(SCC(=O)c3ccc4c(c3)OCCO4)o2)cc1,-1,-0.2,-4,-9,5,-5,3,4,-2,0
Cc1nn(C)cc1C1C2=C(CC(C)(C)CC2=O)N(c2ccccc2)C2=C1C(=O)CC(C)(C)C2,-4,3.4,2,3,-3,-4,7,-5,-2,0
CC1=C(C(=O)Nc2ccc(C(=O)NC(C)c3ccccc3)cc2)SCCO1 (stereo not drawn),0,-0.7,-3,-5,0,3,3,3,-2,-2
O=C(/C=C/c1cc2ccccc2o1)c1ccccc1O,5,0.1,2,-1,-4,-10,3,-5,-4,5
COC(=O)CCCCC1SCC(NC(=O)c2ccccc2)C1OC(C)=O (stereo not drawn),0,-0.6,-4,-3,7,-5,4,-1,-2,2
CCCCCc1cccc2[nH]cc(-c3ccccc3)c12,-1,-0.5,3,2,2,-1,·,7,3,-2
Nc1[nH]c(C(=O)c2ccc(Br)cc2)c(-c2ccc3c(c2)OCO3)c1C(=O)NCCc1c[nH]c2ccccc12,0,-0.5,1,11,1,-2,-6,7,7,-3
CCC12C(=O)C(CC)(C(c3ccccc3)=C1c1ccccc1)[C@@H]1C(=O)N(c3ccc(C)cc3)C(=O)C12 (stereo partly drawn),-3,0.0,4,0,-2,4,9,2,-1,-1
CCOC(=O)C1CCN(C(=O)CN(c2ccc(Cl)c(C(F)(F)F)c2)S(C)(=O)=O)CC1,2,0.3,0,-7,-2,-11,2,0,2,-4

An unsorted share of the library; overall some 4.6% were active at least once.
